# Screening data as filed in PubChem.
# PAFAH2 inh: PAFAH2 (human) inhibition; Q99487; 340,000 tested, 0.99% active; recombinant PAFAH2, FP-rhodamine activity probe, fluorescence polarization; inhibition, % at 3.39 µM;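 active = inhibition above the mean over all tested compounds plus 3 SD, cut at about 30% in these data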;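 note: inhibitors block probe labeling of enzyme so polarization drops; 0% = enzyme with DMSO and 100% = wells lacking PAFAH2 protein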
# * hit, by the source's call. The list is partial; count on the stated rates, not on these rows.
PAFAH2 inh | mol
-2 | COc1ccc(/C=N\NC(=O)c2ccc([N+](=O)[O-])cc2)cc1COc1c(F)c(F)cc(F)c1F
-1 | CC1(c2ccc3c(c2)OCO3)NC(=O)N(CC(=O)Nc2ccccc2)C1=O (stereo unspecified)
-1 | C=CCn1c(N)c(C(=O)OCC(C)C)c2nc3ccccc3nc21
-11 | COc1ccc(N2CCN(C(=O)CSc3ncnc4c3cnn4-c3ccc(OC)cc3)CC2)cc1
4 | COC(=O)c1cccc2c(C(=O)O)cc(-c3ccccc3)nc12
0 | CC(=O)Nc1cc2c3ccccc3n(C)c2cc1[N+](=O)[O-]
6 | CON(C)S(=O)(=O)c1cccc(C(=O)Nc2cccc(S(=O)(=O)NC3=NCCCCC3)c2)c1
0 | COc1ccc(N=Cc2ccccc2O)cc1
3 | COc1ccc(S(=O)(=O)N2CCC(C(=O)NCC(=O)Nc3c(C)cccc3C)CC2)cc1OC
9 | CCC12CN3CC(CC)(CN(C1)C3c1c(O)ccc3ccccc13)C2=O (stereo unspecified)
4 | O=S(=O)(/C=C/C=C/S(=O)(=O)c1ccccc1)c1ccccc1
1 | COc1ccccc1C1OCC(C)([N+](=O)[O-])CO1 (stereo unspecified)
2 | Cc1cn(CC(=O)N2CCN(c3ccccn3)CC2)c(=O)[nH]c1=O
0 | CC1CCCCC1NC(=O)CSc1nnnn1C (stereo unspecified)
-4 | COc1ccccc1N(C)S(=O)(=O)c1ccc(C(=O)Nc2nnc(C)s2)cc1

# Brought forward from above: 2 compounds, followed by the next part.
PAFAH2 inh | mol
0 | CC1CCCCC1NC(=O)CSc1nnnn1C (stereo unspecified)
-4 | COc1ccccc1N(C)S(=O)(=O)c1ccc(C(=O)Nc2nnc(C)s2)cc1
4 | N#CC(=C(O)CN1CCN(c2ccccc2F)CC1)c1nc(-c2ccc(Cl)cc2)cs1
-2 | C[C@H](NC(=O)c1cc2cc(Cl)ccc2n1C)C(=O)N1CCC(C(=O)O)CC1
3 | Cc1ccc(S(=O)(=O)N(C)C)cc1NC(=O)C1CCN(C(=O)Nc2ccccc2)CC1
4 | COC(=O)c1sccc1NC(=O)Nc1cc(OC)ccc1OC
-5 | COCCn1c(SCC(=O)NCCCN2CCCC2=O)nc2sc3c(c2c1=O)CCCC3
3 | CCOc1ccc(C2OCCC(C)O2)cc1OC (stereo unspecified)
1 | O=C1CCC(C(=O)N2CCN(c3cnccn3)CC2)CN1CCc1ccc(Cl)cc1 (stereo unspecified)
8 | CC(=O)c1c(C)[nH]c(C(=O)NNC(=O)COc2cc(C)cc(C)c2)c1C
0 | O=C(Cn1cnc2ccccc2c1=O)c1ccc(Cl)cc1
10 | O=C(Cc1cccc(NC(=O)C2CCCN(C(=O)C3CCC3)C2)c1)Nc1cccc(C(=O)N2CCOCC2)c1 (stereo unspecified)
1 | c1ccc(-c2nnc3nc(N4CCCCC4)nc(N4CCCCC4)n23)cc1
1 | O=C(NC1CCCCC1)c1csnn1
1 | O=c1cc(C=NNc2ccc([N+](=O)[O-])cc2)[nH]c(=O)[nH]1
-11 | O=C(Nc1ccncc1)Nc1cc(Cl)ccc1Cl
-5 | Cc1ccc(C(=O)O)cc1NS(=O)(=O)c1ccc2c(c1)oc(=O)n2C

# Brought forward from above: 2 entries, followed by the next part.
PAFAH2 inh | mol
-11 | O=C(Nc1ccncc1)Nc1cc(Cl)ccc1Cl
-5 | Cc1ccc(C(=O)O)cc1NS(=O)(=O)c1ccc2c(c1)oc(=O)n2C
3 | C[N+](C)(CCOc1ccccc1)Cc1ccccc1
8 | CCOC(=O)[C@H]1[C@H]2COc3ccc(Br)cc3[C@H]2N2C(=O)CN(Cc3ccc(C)cc3)C(=O)[C@@]12C
4 | CC(=O)NC(CC(C)C)C(=O)NC(Cc1ccccc1)C(=O)CCl (stereo unspecified)
-3 | CN(C)CCC(C(=O)c1ccccc1)c1ccccn1 (stereo unspecified)
-3 | O=C(CC1SC(N2CCCC2)=NC1=O)Nc1ccc(C(=O)NCc2ccc(F)cc2)cc1 (stereo unspecified)
-1 | O=C(NN=CC=Cc1ccccc1)C(O)C(O)C(=O)NN=CC=Cc1ccccc1 (stereo unspecified)
4 | CN(C)c1ccc(C=C2C=CC=C2)cc1
8 | O=C(CCNC(=O)c1ccc([N+](=O)[O-])cc1)NC1CCCc2ccccc21 (stereo unspecified)
-3 | O=C(/C=C/c1ccccc1)Nc1cccc(C(=O)NCCc2ccccc2)c1
0 | Cc1ccc(S(=O)(=O)Nc2ccc3nc(C)oc3c2)cc1
-1 | CC1(C)N=C(N)N=C(N)N1CCCCc1ccccc1
1 | CC(OC(=O)C1=COCCO1)C(=O)Nc1ncc(Cl)cc1Cl (stereo unspecified)
-1 | O=C(O)c1cc(=O)c2c(OCC(O)COc3cccc4oc(C(=O)O)cc(=O)c34)cccc2o1
13 | O=C(O)c1ccc(C(=O)Nc2cccc3ccccc23)c(C(=O)O)c1
-5 | COCCN1C(=O)c2ccccc2C(C(=O)N2CCN(c3ccccn3)CC2)C1c1ccc(F)cc1 (stereo unspecified)

# Pulled by structure from above, 7 records:
PAFAH2 inh | mol
-2 | C[C@H](NC(=O)c1cc2cc(Cl)ccc2n1C)C(=O)N1CCC(C(=O)O)CC1
-3 | O=C(/C=C/c1ccccc1)Nc1cccc(C(=O)NCCc2ccccc2)c1
0 | CC1CCCCC1NC(=O)CSc1nnnn1C (stereo unspecified)
9 | CCC12CN3CC(CC)(CN(C1)C3c1c(O)ccc3ccccc13)C2=O (stereo unspecified)
4 | N#CC(=C(O)CN1CCN(c2ccccc2F)CC1)c1nc(-c2ccc(Cl)cc2)cs1
1 | O=c1cc(C=NNc2ccc([N+](=O)[O-])cc2)[nH]c(=O)[nH]1
4 | COC(=O)c1cccc2c(C(=O)O)cc(-c3ccccc3)nc12

# Carrying on.
PAFAH2 inh | mol
7 | COc1ccc(S(=O)(=O)N2CCCCCC2)cc1NC(C)C(=O)Nc1ccc(NC(C)=O)cc1 (stereo unspecified)
18 | CN1CCN(C2=CC3=CC(=C(C#N)C#N)CCC3CC2)CC1 (stereo unspecified)
-2 | Cn1ncc([N+](=O)[O-])c1C(=O)N1CCCCCC1
-1 | O=C(CN1CCN(S(=O)(=O)c2ccc(F)cc2)CC1)Nc1ccccc1C(=O)NC1CC1
4 | O=C(O)CSCC(=O)Nc1ccccc1SCCS(=O)(=O)c1ccc(Cl)cc1
11 | CC1=CC(C)(C)NC(=S)N1c1ccc(N(C)C)cc1
0 | Cc1ccc(C(=O)NNC(=O)c2ccc(S(=O)(=O)N(C)c3ccccc3)cc2)cc1
5 | COc1ccc2oc(N)nc2c1
2 | C=C(C)COC(=O)c1ccccc1C(=O)OCC1(C)CO1 (stereo unspecified)
-3 | Nc1ncnc2c1ncn2C1CCCC(CO)O1 (stereo unspecified)
3 | CN(C)c1ccc(C=NN2CCCCCC2)cc1
3 | CNC(=O)c1cc(NC(=O)N(CCC#N)CCN(C(=O)NC(Cc2ccccc2)C(=O)NC(CC(C)C)C(=O)NC)c2ccccc2)ccc1OC (stereo unspecified)
0 | C=CC(=O)N1C/C=C\C(c2ccc(OC)cc2)N(Cc2ccc(F)cc2)C(=O)C1 (stereo unspecified)
1 | Cc1nc(SCC(=O)Nc2c(C)n(C)n(-c3ccccc3)c2=O)c2cnn(-c3ccccc3)c2n1
-5 | O=C(Nc1ccnn1C1CCN(C(=O)c2ccc(Cl)c(F)c2)CC1)C1CCOC1 (stereo unspecified)
-3 | CC(C)C(=O)Nc1cccc(COc2cccc(CN(Cc3ccccc3)C(=O)OC(C)(C)C)c2)c1
9 | CC(C)n1nc(C(=O)OCC(=O)NCCc2ccc(S(N)(=O)=O)cc2)c2ccccc2c1=O
7 | COc1cc(NC(=S)NN2CCOCC2)cc(OC)c1
4 | CC12CCC(=O)C=C1CCC1C2CCC2(C)C1CC1C3C(=O)N(Cc4ccccc4)C(=O)C3CC(=O)C12 (stereo unspecified)
-1 | CC(=O)Nc1ccc(OCc2ccccc2)cc1[N+](=O)[O-]
2 | Cc1cn(C2CCCO2)c(=O)nc1N (stereo unspecified)
8 | CCCn1c(=C(C#N)C#N)s/c(=C2\C=Cc3ccccc3N2CC)c1=O
-2 | COc1ccc(C2(c3ccc(OC)cc3)NC(=O)N(CC(=O)Nc3ccccc3C)C2=O)cc1
5 | C/C=C(\C)CN1CCC(n2nccc2NC(=O)CCCc2ccccc2)CC1
12 | NC(=O)c1cnccc1C=Cc1ccccc1
3 | Cc1ccc2c(Cl)c(C(=O)NC3CC3)sc2c1
4 | CCOc1ccccc1C1NC(=O)c2ccccc2N1 (stereo unspecified)
-1 | CC(=O)c1ccc(NC(=O)c2ccc(-n3cnnn3)cc2)cc1
-9 | CC(C)CNC(=O)C1(N2C(=O)c3ccccc3C2=O)CCCC1
0 | COc1cc(/C=C2\SC(N)=NC2=O)ccc1O
5 | COc1ccc(NC(=O)CN(C)C(=O)c2ccc3ccccc3c2)cc1
7 | O=C(CCCN1C(=O)c2ccccc2C1=O)NC1=NCCS1
4 | CC12CCC(=O)C=C1CCC1C3CC(O)C(O)(C(=O)CO)C3(C)CC(O)C12F (stereo unspecified)
-7 | CC(C(=O)NC1CCCCC1)N1C(=O)c2cccc3cccc1c23 (stereo unspecified)
-12 | CCOC(=O)c1cnc2c(C)c(C)ccc2c1NCCN1CCOCC1
11 | COc1ccc2nc(N3C(=O)C(O)=C(C(=O)c4ccco4)C3c3ccc(C)o3)sc2c1 (stereo unspecified)
3 | Cc1ccc(C(=O)N(CCc2ccccc2)Cc2ccccc2)cc1S(=O)(=O)N1CCOCC1
-20 | CCOc1cc(/C=N/NC(=O)c2cc3c(ccc4ccccc43)o2)ccc1O
-6 | CCOC(=O)[C@H]1[C@H]2COc3ccc(OC)cc3[C@H]2N2C(=O)CN(Cc3ccccc3)C(=O)[C@@]12C
-1 | O=C(CCc1c[nH]c2ccccc12)N1CCN(S(=O)(=O)c2ccc(F)cc2)CC1
5 | Cc1ccc(C(=O)C2CC2)c(C)c1
0 | O=CNc1c(Cl)cc2c(c1Cl)Cc1cc([N+](=O)[O-])ccc1-2
-2 | CC1CCCC=CC2CC(OC(=O)CN(C)C)CC2C(O)C=CC(=O)O1 (stereo unspecified)
7 | O=C(CCl)Nc1c[nH]c(=O)[nH]c1=O
9 | O=c1oc2c(O)cccc2cc1-c1nc2ccccc2[nH]1

# Structures listed so far that have a furan ring, fused or not, in the order listed:
PAFAH2 inh | mol
11 | COc1ccc2nc(N3C(=O)C(O)=C(C(=O)c4ccco4)C3c3ccc(C)o3)sc2c1 (stereo unspecified)
-20 | CCOc1cc(/C=N/NC(=O)c2cc3c(ccc4ccccc43)o2)ccc1O

# Next part.
PAFAH2 inh | mol
-3 | COc1ccc(-c2cc(C)nc3c(-c4ccccc4)cnn23)cc1
6 | Cc1cccc(NC(=O)NC2CCCCCCC2)c1C
1 | CC(=O)N(c1ccccc1)c1nc2ccccc2s1
-3 | CCOCCOc1cc(NCc2ccccc2)c2ncn(C(C)C)c2c1
0 | Cc1cc(C)cc(NS(=O)(=O)c2ccc3[nH]c(=O)ccc3c2)c1
-7 | CCOC(=O)c1cc2c(c(-c3ccccc3)n1)[C@H](CCO)N(S(=O)(=O)C(C)(C)C)C2
-1 | Cc1ccc(NC(=O)c2ncn(CCCNCC3CCCO3)n2)cc1C (stereo unspecified)
0 | CS(=O)(=O)c1ccc(NC(=O)c2cc3c(cc2Cl)N2CCCCCC2=NS3(=O)=O)cc1
10 | O=C(O)C1C2CCCCC2=C2CCCCC2C1C(=O)Nc1nccs1 (stereo unspecified)
0 | CN(C(=O)c1ccc(NC(=O)Cc2ccc(NC(=O)C3CCN(C(=O)C4CC4)CC3)cc2)cc1)C1CCCC1
3 | CCN(C(C)=O)c1cnc(C=NNC(N)=S)c2ccccc12
-1 | O=S(=O)(c1ccc(Cl)c(Cl)c1)N1CCc2nc3ccccc3n2CC1
-3 | C=CCN1C=CC(=O)[C@@H](O)[C@H]1c1ccccc1Br
0 | COc1ccc(C(=O)N2CCc3ccc(NC(=O)c4ccccn4)cc3C2)cc1F
2 | S=C(c1ccco1)N1CCOCC1
-13 | COc1cc2c(=O)n(Cc3ccccc3)c(=O)n(CC(=O)NCc3ccco3)c2cc1OC
0 | O=C(O)C(=Cc1ccccc1)Cc1ccccc1
8 | Cc1ccc(N=Cc2nc(-c3ccc(C)cc3)oc2O)cc1
-4 | Cc1cc(NC(=O)CCN2CCC(C)CC2)ccc1Br
8 | Cc1ccc(/C=N/NC(=O)Cc2ccc(Cl)cc2)c(O)c1
5 | Cc1ccnc(SC2CC(=O)N(c3ccc(Br)cc3)C2=O)n1 (stereo unspecified)
5 | Cc1oc2c(C)c3oc(=O)c(CC(=O)N[C@@H](CCCNC(N)=O)C(=O)O)c(C)c3cc2c1C
4 | O=C1NC(=O)C2(CCC(C3CCCCC3)CC2)N1 (stereo unspecified)
-5 | CCC(=O)OC1(C(C)=O)CCC2C3CCC4=CC(=O)CCC4(C)C3CCC21C (stereo unspecified)
-1 | COc1ccc(NC(=O)c2cccc(Cl)c2)c[n+]1[O-]
-4 | C[C@@H](NCCCn1cnc2c(OCc3ccccc3)ncnc21)c1cccc2ccccc12
1 | CC1CCCC12NC(=O)NC2=O (stereo unspecified)
-8 | Cc1ccc(NC(=O)C2Cc3ccccc3O/C2=N\O)cc1C (stereo unspecified)
-11 | O=C(OCc1cccc2ccccc12)c1ccc2c(=O)[nH]c(CN3CCOCC3)nc2c1
-5 | CCC(C)(C)n1nnnc1C(c1cc2cc(C)cc(C)c2[nH]c1=O)N1CCN(Cc2ccc3c(c2)OCO3)CC1 (stereo unspecified)
0 | O=C(c1cccc(-n2cccc2)c1)N1CCN(S(=O)(=O)c2ccccc2Br)CC1
-4 | Cc1ccc(C(=O)COC(=O)c2cc(C)no2)c(C)c1
14 | Cc1ccccc1/C=N/n1c(COc2ccccc2)n[nH]c1=S
2 | CC1=C(C)N(C)[C@H](c2ccccc2Br)[C@H](O)C1=O
-2 | CCCN1CCN(C(=O)Cn2nc(C)n3c(cc4c(OC)cccc43)c2=O)CC1
-5 | COc1cccc(CN(C)S(=O)(=O)c2ccc3c(c2)OCCO3)c1
9 | O=C(c1c[nH]c2ccc(S(=O)(=O)N3CCC4(CC3)OCCO4)cc2c1=O)N1CCOCC1
-9 | O=C(N/N=C/c1cccc(Oc2ccccc2)c1)c1ccc(O)cc1O
4 | COc1cccc(CNC(=O)CNC(=S)N(Cc2ccccc2)Cc2ccccc2F)c1
-3 | CCOC(=O)c1c(-c2ccccc2)oc2ccc(OCC(=O)NNC(=O)CCC(=O)O)cc12
